BLM helicase inh: Bloom syndrome helicase (human) inhibition. P54132. recombinant BLM DNA unwinding, fluorescence dequenching. Potency, µM (doses to about 56.1 µM), without a hit: top-dose activity change, negative = inhibition, most hits filed as inhibitors. 350,000 compounds, 0.2% hits. AID 2528;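 further: potency means the concentration at half of the fitted maximal effect; plate controls were vehicle for no effect and no enzyme for full effect; nearly all actives have a fitted effect of over 35% in size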
Pol iota inh: DNA polymerase iota (human) inhibition | Pol iota fluorescent replication assay, 10 min | Potency, µM (series often up to 115 µM), for inactives: at the highest dose activity, negative = inhibition, actives largely listed as inhibitors | 390,000 compounds, 1% hits | AID 588590; further: potency means the concentration at half of the fitted maximal effect
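Fluorescent replication assay read twice, at 0 min and 10 min after adding 50 nM (final) substrate. Enzyme (10 nM) and compounds were first incubated 15 min at room temperature; enzyme-free buffer wells were negative controls.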
PGK inhibitor: blocks T. brucei phosphoglycerate kinase; AID 602233; PGK/GAPDH coupled, Kinase-Glo luminescence, 60 min; Potency, µM (series often up to 57.5 µM), inactives show at the highest dose activity change, negative = inhibition, usual class: inhibitors; 380,000 compounds, 0.043% hits; P07378; further: potency means the concentration at half of the fitted maximal effect; on the % scale 0 is the no-effect control and ±100 the full control effect; nearly all actives have a fitted effect of over 60% in size
Target sequence (P07378 whole entry, looked up): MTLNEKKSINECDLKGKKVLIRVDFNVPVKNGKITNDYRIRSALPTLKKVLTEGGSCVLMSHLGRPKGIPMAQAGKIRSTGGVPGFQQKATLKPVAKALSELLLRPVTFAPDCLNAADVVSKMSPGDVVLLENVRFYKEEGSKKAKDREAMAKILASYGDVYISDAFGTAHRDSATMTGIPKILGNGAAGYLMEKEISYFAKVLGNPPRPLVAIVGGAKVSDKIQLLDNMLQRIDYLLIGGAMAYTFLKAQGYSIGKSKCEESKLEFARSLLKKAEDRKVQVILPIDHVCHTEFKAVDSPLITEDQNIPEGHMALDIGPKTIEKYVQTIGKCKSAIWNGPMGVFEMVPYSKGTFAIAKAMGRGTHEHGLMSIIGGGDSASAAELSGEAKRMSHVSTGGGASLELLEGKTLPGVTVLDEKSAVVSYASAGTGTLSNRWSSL
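Recombinant glycosomal PGK reaction used 1,3-bisphosphoglycerate generated in-well by GAPDH (100nM final) in 100mM TEA pH 7.6, 5mM MgCl2, 0.01% Tween-20. After 60 minutes at room temperature, ATP was read by Kinase-Glo Plus luminescence end-point.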
Pol beta inh: DNA polymerase beta (human) inhibition | 340,000 compounds, 1.3% hits | Pol beta primer extension/strand displacement, fluorescence kinetic | Potency, µM (top dose mostly 114 µM), for the others: at the highest dose activity change, negative = inhibition, usual class: inhibitors | AID 485314; further: potency means the concentration at half of the fitted maximal effect; on the % scale 0 is the no-effect control and ±100 the full control effect
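Enzyme-only controls used 10 nM Pol beta; buffer lacking enzyme served as negative control. Compound preincubated 15 min, then 50 nM substrate added; 0 and 10 min reads at room temperature.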
RXFP1 antag: blocks the human relaxin receptor RXFP1; 350,000 compounds, 0.59% hits; AID 1259400; HEK293-RXFP1, relaxin-stimulated cAMP HTRF, 30 min; stronger effect = lower value; activity change, negative = inhibition, % at 57.5 µM;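 active means activity change of -60% or lower, but not beyond a set lower limit; inconclusive means change between -60% and -40%, or beyond the set limit; inactive means change above -40%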; further: on the % scale 0 is the no-effect control and ±100 the full control effect
Anesthetic bind: binds horse apoferritin like a general anesthetic | P02791 | apoferritin/1-aminoanthracene competitive binding, fluorescence | Potency, µM (highest dose often 77.5 µM), for the others: top-dose activity change, negative = displacement, usual class: inhibitors | 350,000 compounds, 0.074% hits; further: potency means the concentration at half of the fitted maximal effect; on the % scale 0 is the no-effect control and ±100 the full control effect; nearly all actives have a fitted effect of over 20% in size
Target sequence (P02791 2-175 limits assumed): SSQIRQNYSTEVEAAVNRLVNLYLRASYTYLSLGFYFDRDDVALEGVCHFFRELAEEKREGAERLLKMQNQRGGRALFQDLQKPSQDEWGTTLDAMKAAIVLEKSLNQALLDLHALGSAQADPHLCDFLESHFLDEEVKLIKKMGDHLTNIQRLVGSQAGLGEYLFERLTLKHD
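Steps: apoferritin (10 uM) was premixed with half-saturated 1-AMA in PBS, compounds were pin-transferred, plates stood 10 min at room temperature, fluorescence was read at 380/535 nm, and curves were fitted with a Hill equation.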
POLH inh: inhibitors of human DNA polymerase eta; Q9Y253; recombinant Pol eta, fluorescent DNA replication assay; Potency, µM (top dose mostly 114 µM), for the others: top-dose activity change, negative = inhibition, hits mostly inhibitors; 390,000 compounds, 1.2% hits; further: potency means the concentration at half of the fitted maximal effect; on the % scale 0 is the no-effect control and ±100 the full control effect
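Fluorescent replication assay: 50 nM final substrate added after a 15 min room-temperature compound preincubation with 10 nM enzyme. Signal taken at 0 min and again at 10 min.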
APE1 inh: blocks human APE1 abasic DNA cleavage | 350,000 compounds, 0.35% hits | P27695 | Potency, µM (top dose mostly 65.8 µM), for the others: top-dose activity change, negative = inhibition, usual class: inhibitors | recombinant APE1, TAMRA/BHQ-2 abasic DNA cleavage fluorescence;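 further: potency means the concentration at half of the fitted maximal effect; plate controls were vehicle for no effect and reference inhibitor for full effect; nearly all actives have a fitted effect of over 55% in size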
Target sequence (P27695 whole entry, looked up): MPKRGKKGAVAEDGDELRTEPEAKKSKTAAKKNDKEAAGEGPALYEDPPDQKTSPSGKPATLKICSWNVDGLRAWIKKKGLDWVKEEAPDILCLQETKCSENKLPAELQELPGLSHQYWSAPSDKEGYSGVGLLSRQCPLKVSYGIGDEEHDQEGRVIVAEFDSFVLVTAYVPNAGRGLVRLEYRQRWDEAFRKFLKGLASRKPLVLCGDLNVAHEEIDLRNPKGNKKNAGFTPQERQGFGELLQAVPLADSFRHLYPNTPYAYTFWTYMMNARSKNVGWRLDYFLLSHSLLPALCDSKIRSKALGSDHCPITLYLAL
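0.75 nM APE1 + cpd, 15 min RT; start w/ 50 nM TAMRA/BHQ-2 THF-abasic dsDNA; kinetic fluor 525/598 nm ×3 reads @60 s; Δ(read3−read1); normalized to DMSO and NSC13755 control wells.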
Pol kappa inh: DNA polymerase kappa (human) inhibition. purified Pol kappa, fluorescent DNA synthesis assay, 10 min. AID 588579. Q9UBT6. 400,000 compounds, 0.53% hits. Potency, µM (top dose mostly 107 µM), without a hit: at the highest dose activity, negative = inhibition, most hits filed as inhibitors; further: potency means the concentration at half of the fitted maximal effect; on the % scale 0 is the no-effect control and ±100 the full control effect
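Pol kappa 10 nM + cpd, 15 min RT; start w/ substrate 50 nM final; fluorescence kinetic read, 0 and 10 min. Neg ctrl: buffer, no enzyme.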
Starred values were filed as active, the others as inactive; [ ] = dose if it differs, or a comment. Unless noted, the call rests on the fitted dose curve; in most records, active means well fitted curve in the direction sought with a large enough effect; inconclusive means small, poorly fitted or top-dose-only effect, or another doubt; inactive means no such curve, though single readings can be large; an effect the other way counts as inactive or inconclusive. Only part of the results is shown, so the mix of outcomes need not match the whole.

The first 3 records, ahead of the listing:
How did CS(=O)(=O)c1ccccc1-c1nnc(NC(=O)Cc2ccccc2)o1 do in these assays?
BLM helicase inh: -2%; Pol iota inh: -14%; PGK inhibitor: -9%; Pol beta inh: -17%; RXFP1 antag: 25; Anesthetic bind: -7%; POLH inh: -17%; APE1 inh: 0%; Pol kappa inh: -6%

What do the screens show for `CC1CN(C(=O)C(C)Sc2nnnn2C)CC(C)O1` (stereo not given)?
BLM helicase inh: -2%; Pol iota inh: -19%; PGK inhibitor: -4%; Pol beta inh: 20%; RXFP1 antag: 0; Anesthetic bind: 1%; POLH inh: -17%; APE1 inh: -7%; Pol kappa inh: 2%

Results for O=C(OCC(=O)N1CCN(C(=O)c2ccco2)CC1)c1cc(F)c(F)cc1Cl ?
Pol iota inh: 20%; PGK inhibitor: 1%; RXFP1 antag: 1; POLH inh: -15%; APE1 inh: -5%; Pol kappa inh: 3%

All compounds of this part, from the first entry:
How did CS(=O)(=O)c1ccccc1-c1nnc(NC(=O)Cc2ccccc2)o1 do in these assays?
BLM helicase inh: -2%; Pol iota inh: -14%; PGK inhibitor: -9%; Pol beta inh: -17%; RXFP1 antag: 25; Anesthetic bind: -7%; POLH inh: -17%; APE1 inh: 0%; Pol kappa inh: -6%

What do the screens show for `CC1CN(C(=O)C(C)Sc2nnnn2C)CC(C)O1` (stereo not given)?
BLM helicase inh: -2%; Pol iota inh: -19%; PGK inhibitor: -4%; Pol beta inh: 20%; RXFP1 antag: 0; Anesthetic bind: 1%; POLH inh: -17%; APE1 inh: -7%; Pol kappa inh: 2%

Results for O=C(OCC(=O)N1CCN(C(=O)c2ccco2)CC1)c1cc(F)c(F)cc1Cl ?
Pol iota inh: 20%; PGK inhibitor: 1%; RXFP1 antag: 1; POLH inh: -15%; APE1 inh: -5%; Pol kappa inh: 3%

How did O=C(COC(=O)c1ccccn1)NC1CCCCC1 do in these assays?
BLM helicase inh: -2%; Pol iota inh: 33%[activator]; PGK inhibitor: 2%; Pol beta inh: -17%; RXFP1 antag: 0; Anesthetic bind: inconclusive; POLH inh: 7%; APE1 inh: -2%; Pol kappa inh: -6%

How did CCCCSc1nc2c(c(=O)[nH]c(=O)n2C)n1CCc1ccccc1 do in these assays?
BLM helicase inh: -3%; Pol iota inh: -18%; PGK inhibitor: -4%; Pol beta inh: 4%; RXFP1 antag: 0; Anesthetic bind: -1%; POLH inh: -8%; APE1 inh: 9%; Pol kappa inh: -3%

How did Cc1noc(C)c1C(=O)OCC(=O)Nc1c(F)cccc1F do in these assays?
BLM helicase inh: 0%; Pol iota inh: 120%[activator]; PGK inhibitor: inactive; Pol beta inh: -2%; RXFP1 antag: -7; Anesthetic bind: -2%; POLH inh: -7%; APE1 inh: -1%; Pol kappa inh: 0%

Results for O=C(c1ccccc1Nc1ccc(SC(F)F)cc1)N1CCCCC1 ?
BLM helicase inh: -9%; Pol iota inh: 1%; PGK inhibitor: -17%; Pol beta inh: 1%; RXFP1 antag: -13; Anesthetic bind: -6%; POLH inh: -8%; APE1 inh: -4%; Pol kappa inh: -20%

Results for Cc1ccc(NC(=O)CN2CCN(C)CC2)cc1S(=O)(=O)N1CCOCC1 ?
Pol iota inh: 4%; PGK inhibitor: -9%; RXFP1 antag: -3; POLH inh: -15%; APE1 inh: 28%; Pol kappa inh: -6%

Results for COc1cccc(-n2nnc3c(=O)n(C/C=C/c4ccccc4)cnc32)c1 ?
BLM helicase inh: -3%; Pol iota inh: 16%; PGK inhibitor: -1%; Pol beta inh: -15%; RXFP1 antag: 1; Anesthetic bind: -8%; POLH inh: -10%; APE1 inh: -7%; Pol kappa inh: 5%

How did O=C(CSc1nnc(COc2ccc(Cl)cc2)n1Cc1ccco1)c1ccccc1F do in these assays?
BLM helicase inh: -5%; Pol iota inh: -15%; PGK inhibitor: 1%; Pol beta inh: inconclusive; RXFP1 antag: -14; Anesthetic bind: -17%; POLH inh: -8%; APE1 inh: -3%; Pol kappa inh: -5%

Results for Cc1ccc2c(c1)[C@H]1[C@H](CO2)[C@H](c2ccccc2)[C@]2(C)C(=O)Nc3cc(F)ccc3C(=O)N12 ?
Pol iota inh: inconclusive; PGK inhibitor: -8%; POLH inh: -19%; APE1 inh: -11%; Pol kappa inh: -4%

Results for CCOC(=O)c1cnc(Nc2ccccc2)nc1C(F)(F)F ?
BLM helicase inh: -9%; Pol iota inh: 66%[activator]; PGK inhibitor: 3%; Pol beta inh: 0%; RXFP1 antag: -15; Anesthetic bind: -4%; POLH inh: -18%; APE1 inh: -4%; Pol kappa inh: -4%

What do the screens show for `CC(=O)c1cc(C(=O)c2ccccc2)sc1Nc1ccccc1`?
BLM helicase inh: -10%; Pol iota inh: 31%[activator]; PGK inhibitor: 4%; Pol beta inh: 0%; RXFP1 antag: -7; Anesthetic bind: -19%; POLH inh: -16%; APE1 inh: -6%; Pol kappa inh: 4%

What do the screens show for `Cc1ccc(CNC(=O)CCS(=O)(=O)c2ccc3c(c2)CC(C)N3C(=O)C2CC2)o1` (stereo not given)?
BLM helicase inh: 1%; Pol iota inh: inconclusive; PGK inhibitor: inactive; Pol beta inh: 36%; RXFP1 antag: 6; Anesthetic bind: -7%; POLH inh: -11%; APE1 inh: -5%; Pol kappa inh: -24%

What do the screens show for `O=C(c1ccco1)N1N=C(C2CCCCC2)CC1(O)C(F)(F)F` (stereo not given)?
BLM helicase inh: -7%; Pol iota inh: 107%[activator]; PGK inhibitor: 3%; Pol beta inh: 1%; RXFP1 antag: -17; Anesthetic bind: -3%; POLH inh: -11%; APE1 inh: 13%; Pol kappa inh: 2%

What do the screens show for `CCOC(=O)C1CCN(C(=O)c2ccc(Br)o2)CC1`?
BLM helicase inh: -3%; Pol iota inh: -5%; PGK inhibitor: inactive; Pol beta inh: inconclusive; RXFP1 antag: -10; Anesthetic bind: -8%; POLH inh: -15%; APE1 inh: -2%; Pol kappa inh: 8%

How did CS(=O)(=O)c1ccc(Cl)c(NC(=O)Nc2ccccc2)c1 do in these assays?
BLM helicase inh: -8%; Pol iota inh: 17%; PGK inhibitor: 5%; Pol beta inh: 2%; RXFP1 antag: 6; Anesthetic bind: -5%; POLH inh: -34%; APE1 inh: 0%; Pol kappa inh: 0%

Results for Cn1c(C(=O)N[C@@H](C(=O)O)c2ccccc2)cc2cc(Cl)ccc21 ?
BLM helicase inh: -1%; Pol iota inh: 24%; PGK inhibitor: -2%; Pol beta inh: -11%; RXFP1 antag: 11; Anesthetic bind: 10%; POLH inh: 0%; APE1 inh: 0%; Pol kappa inh: -3%

What do the screens show for `N=c1oc2ccc3ccccc3c2cc1C(N)=S`?
BLM helicase inh: -2%; Pol iota inh: 53%[activator]; PGK inhibitor: 1%; Pol beta inh: -19%; RXFP1 antag: 7; Anesthetic bind: 240%[activator]; POLH inh: -17%; APE1 inh: 6%; Pol kappa inh: inconclusive

How did COc1ccc(C(C(=O)NC2CCCCC2)N(C(=O)c2ccco2)c2ccccc2OC)cc1 (stereo not given) do in these assays?
BLM helicase inh: -7%; Pol iota inh: -3%; PGK inhibitor: -2%; Pol beta inh: 11%; RXFP1 antag: -7; Anesthetic bind: 5%; POLH inh: -8%; APE1 inh: 18%; Pol kappa inh: -7%

How did COCCN(CC(=O)Nc1cccc(C)c1C)C(=O)c1ccc2ccccc2n1 do in these assays?
Pol iota inh: 10%; PGK inhibitor: -2%; RXFP1 antag: -3; POLH inh: -6%; APE1 inh: 22%; Pol kappa inh: -3%

How did COc1cccc(NC(=O)CSc2nnc(COc3ccc4c(c3)CCCC4)o2)c1 do in these assays?
BLM helicase inh: -4%; Pol iota inh: 17%; PGK inhibitor: -3%; Pol beta inh: -4%; RXFP1 antag: -3; Anesthetic bind: -10%; POLH inh: -4%; APE1 inh: -3%; Pol kappa inh: -18%

Results for CCc1ccc(CC)c(S(=O)(=O)Nc2ccc(C(=O)O)c(O)c2)c1 ?
BLM helicase inh: 0%; Pol iota inh: 7%; PGK inhibitor: 5%; Pol beta inh: 0%; RXFP1 antag: 10; Anesthetic bind: 1%; POLH inh: -8%; APE1 inh: 2%; Pol kappa inh: -13%

How did CC(C)c1ccc(C(=O)N2CCCN(C(=O)c3ccc(C(C)C)cc3)CC2)cc1 do in these assays?
BLM helicase inh: -4%; Pol iota inh: -2%; PGK inhibitor: 5%; Pol beta inh: 17%; RXFP1 antag: -5; Anesthetic bind: -7%; POLH inh: -10%; APE1 inh: 0%; Pol kappa inh: -22%

Results for O=C1C(=O)N(C2CCS(=O)(=O)C2)C(c2cccc(O)c2)/C1=C(/O)c1ccc(Cl)cc1 (stereo not given) ?
BLM helicase inh: -1%; Pol iota inh: 16%; PGK inhibitor: -3%; Pol beta inh: -1%; RXFP1 antag: 4; Anesthetic bind: -7%; POLH inh: -5%; APE1 inh: 43%; Pol kappa inh: 2%

How did O=C(CN1C(=O)S/C(=C\c2ccccn2)C1=O)Nc1ccc(F)cc1 do in these assays?
BLM helicase inh: 0%; Pol iota inh: 19%; PGK inhibitor: 0%; Pol beta inh: 1%; RXFP1 antag: 1; Anesthetic bind: -3%; POLH inh: -22%; APE1 inh: 11%; Pol kappa inh: 2%

Results for O=C(CC1C(=O)NCCN1Cc1cccc(F)c1)NC1CCCCC1 (stereo not given) ?
BLM helicase inh: -1%; Pol iota inh: 21%; PGK inhibitor: -1%; Pol beta inh: 2%; RXFP1 antag: 1; Anesthetic bind: inconclusive; POLH inh: -18%; APE1 inh: 9%; Pol kappa inh: -7%

How did Cc1cc(C(F)(F)F)n2nc(-c3ccc(Br)cc3)cc2n1 do in these assays?
BLM helicase inh: -2%; Pol iota inh: 39%[activator]; PGK inhibitor: 7%; Pol beta inh: -1%; RXFP1 antag: 3; Anesthetic bind: -6%; POLH inh: -11%; Pol kappa inh: 9%
